# Screening data deposited in PubChem BioAssay by several laboratories.
# ABHD4 inh: inhibits mouse alpha/beta hydrolase domain 4; Q8VD66; purified mABHD4, FP-Rh probe fluorescence polarization; inhibition, % at 8.92 µM; 370,000 compounds, 0.54% hits;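 active = inhibition exceeding the mean over every tested compound plus 3 SD, cut at about 30% in these data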;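 also: 0% = plate median of compound wells and 100% = S159A mutant with DMSO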
#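 assay system = mABHD4 protein | compound dosing = single nominal dose of 8.92 µM, 0.89% DMSO final | read-out basis = percent inhibition of probe binding, normalized to plate controls | schedule = Enzyme–compound pre-incubation 45 min, then probe 60 min, both 25 °C | detection = fluorescence polarization, excitation 525 nm, emission 598 nm, BODIPY TMR filters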
# SMARCA2 activ: increases SMARCA2 function in MMTV reporter cells; 370,000 compounds, 1% hits; activation, % at 9.1 µM; MG213 cells, MMTV-luciferase reporter, dexamethasone, overnight; AID 652017; in the data active = activation above about 7.8%;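 also: 0% = vehicle wells and 100% = reference activator wells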
# ASAP1 inh: inhibitors of human ASAP1 ArfGAP activity; Q9ULH1; inhibition, % at 16.5 µM; AID 624377; 360,000 compounds, 0.19% hits; ASAP1-stimulated ARF1 GTP hydrolysis, GDP FP detection; in the data active = inhibition above about 25%;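 also: 0% = vehicle with enzyme and substrate and 100% = no enzyme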
# ARFGAP1 inhibitor: inhibitors of rat ARFGAP1; Q62848; Arfgap1-stimulated ARF1 GTP hydrolysis, GDP FP detection; inhibition, % at 16.5 µM; 360,000 compounds, 0.26% hits;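 active = inhibition above a per-plate limit, mean inhibition of low control wells plus 3 SD, cut at about 25% in these data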;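 also: 0% = DMSO wells with enzyme and 100% = wells lacking Arfgap1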
#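 Assay system: purified rat His6-Arfgap1 residues 1-136 (GAP domain); Reagent: human Δ17 ARF1 bound to GTP; Dosing: 16.5 µM single point, 1.26% DMSO; Times: GTP hydrolysis reaction 2 h at 25 °C; Signal: FP, GDP Alexa 633 tracer displaced from anti-GDP antibody, 620/688 nm; Measure: % inhibition from polarization.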
# NPR1 activator: GC-A (human) enzyme activation | P16066 | HEK293 GC-A cells, cGMP TR-FRET, EC30 ANP; 0% at EC30 ANP, 100% saturating ANP | activation, % at 10 µM | 370,000 compounds, 0.14% hits | AID 1671463; in the data active = activation above about 40%
# rCAG binder: molecules binding r(CAG) RNA repeats. r(CAG) RNA repeat, TO-PRO-1 dye displacement fluorescence. inhibition, % at 3 µM. 370,000 compounds, 1.3% hits. AID 651821;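 active = inhibition above the plate cutoff, the mean of all test compounds on that plate plus 3 SD, cut at about 35% in these data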;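 also: 0% = DMSO alone and 100% = 100 µM mitoxantrone as full dye displacement; higher means more dye released from RNA so lower well fluorescence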
# HTRA1 inh: HTRA1 (human) protease inhibition | recombinant HTRA1, FP-rhodamine activity-based probe, fluorescence polarization | inhibition, % at 5.96 µM | Q92743 | AID 504803 | 340,000 compounds, 0.5% hits; in the data active = inhibition above about 36%;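 also: 0% = enzyme with DMSO and 100% = wells lacking enzyme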
# Target sequence (Q92743 whole entry, looked up): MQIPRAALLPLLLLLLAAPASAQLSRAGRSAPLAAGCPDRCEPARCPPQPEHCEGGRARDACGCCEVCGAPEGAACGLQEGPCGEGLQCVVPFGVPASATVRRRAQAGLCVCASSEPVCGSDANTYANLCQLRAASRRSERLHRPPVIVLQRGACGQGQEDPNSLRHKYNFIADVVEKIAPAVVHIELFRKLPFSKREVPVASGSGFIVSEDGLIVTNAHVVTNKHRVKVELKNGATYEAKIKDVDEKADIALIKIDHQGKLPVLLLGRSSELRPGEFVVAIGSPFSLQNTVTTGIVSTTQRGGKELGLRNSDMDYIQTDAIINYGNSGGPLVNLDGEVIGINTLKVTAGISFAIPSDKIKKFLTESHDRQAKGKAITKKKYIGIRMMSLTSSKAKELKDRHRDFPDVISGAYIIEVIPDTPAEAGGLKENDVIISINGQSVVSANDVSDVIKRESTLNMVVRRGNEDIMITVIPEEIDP
# GC-B act: GC-B (human) receptor activation | activation, % at 10 µM | P20594 | HEK293-GC-B cells, CNP EC30, cGMP TR-FRET; 0% at EC30 CNP, 100% saturating CNP | 370,000 compounds, 0.11% hits;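 active = activation at 10 µM reaching about 35% in either raw or pattern-adjusted values, limit read from the data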
# PG9 Ab binder: PG9 antibody binding by small molecule | TR-FRET gp120-PG9 antibody binding | inhibition, % at 6.7 µM | 360,000 compounds, 0.43% hits; in the data active = inhibition above about 8.5%
# Rev-erbA mod: Rev-erb alpha (human) modulation; activity, % at 10 µM; Rev-erbα–FITC-DNA binding, fluorescence polarization, 90 min; 370,000 compounds, 0.79% hits;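 active = activity above about 14%, limit read from the data; passing the limit was not always enough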;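 also: 0% = DMSO wells with 35 nM protein and 100% = DMSO wells with 750 nM protein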
# Target sequence (P20393 whole entry, looked up): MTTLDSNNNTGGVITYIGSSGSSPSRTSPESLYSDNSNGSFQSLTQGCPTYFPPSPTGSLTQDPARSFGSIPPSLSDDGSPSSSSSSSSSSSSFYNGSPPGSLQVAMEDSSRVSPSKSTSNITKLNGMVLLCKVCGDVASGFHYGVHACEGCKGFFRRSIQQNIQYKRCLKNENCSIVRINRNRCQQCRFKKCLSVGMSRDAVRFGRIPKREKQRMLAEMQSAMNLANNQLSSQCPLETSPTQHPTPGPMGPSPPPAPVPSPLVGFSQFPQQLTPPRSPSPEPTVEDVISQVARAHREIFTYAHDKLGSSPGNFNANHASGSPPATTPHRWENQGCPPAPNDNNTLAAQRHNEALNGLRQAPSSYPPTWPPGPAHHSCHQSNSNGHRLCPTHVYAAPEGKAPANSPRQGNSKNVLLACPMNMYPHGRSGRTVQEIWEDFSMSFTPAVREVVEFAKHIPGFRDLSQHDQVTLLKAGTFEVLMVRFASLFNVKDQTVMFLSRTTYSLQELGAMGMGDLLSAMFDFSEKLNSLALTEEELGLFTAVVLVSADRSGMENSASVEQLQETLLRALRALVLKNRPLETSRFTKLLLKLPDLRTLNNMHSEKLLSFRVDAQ
# * = called active by the depositor; x = not tested or not shown.
SMILES,ABHD4 inh,SMARCA2 activ,ASAP1 inh,ARFGAP1 inhibitor,NPR1 activator,rCAG binder,HTRA1 inh,GC-B act,PG9 Ab binder,Rev-erbA mod
CC(C)c1nnc(NC(=O)c2c(O)c3cccc4c3n(c2=O)CCC4)s1,-9,-1,6,-4,-8,15,-4,6,0.9,-4
CCOC(=O)c1c(C)[nH]c(C(=O)COC(=O)CNC(=O)c2ccc(Cl)cc2)c1C,3,1,-4,-2,7,-2,-6,-4,-0.3,-2
O=C(Cc1ccc(NC(=O)C2CCN(C(=O)C3CC3)CC2)cc1)Nc1cccc(C(=O)N2CCCC2)c1,-4,-2,-7,-1,1,0,3,-1,2.1,1
Cc1nc(SCC(=O)O)n[nH]1,-1,1,-13,-4,-4,2,8,-4,-1.2,0
O=C(CCNS(=O)(=O)c1ccccc1)N1CCCCCCC1,1,0,-13,12,5,-5,1,4,0.2,-3
CCOC(=O)C(=O)NCC(c1cccs1)S(=O)(=O)c1ccc(F)cc1 (stereo unspecified),1,0,2,-6,4,-4,-1,3,-2.4,3
O[C@@H]([C@H](O)[C@H](O)CBr)[C@H](O)CBr,4,-2,1,-2,0,2,4,4,-0.3,8
O=C(c1cc(Br)c(Br)s1)N1CCc2ccccc2C1,-3,-1,1,-16,-8,3,-33,-4,-0.7,5
O=C(CSc1nnc(-c2cccnc2)n1-c1ccccc1)NCc1ccc2c(c1)OCO2,2,-1,-7,-9,-3,-4,6,4,-2.1,0
COc1ccc(-n2c(C)cc(C(=O)COc3ccc(C)nc3[N+](=O)[O-])c2C)cc1,6,-5,-1,5,2,10,-2,-3,1.6,2
CC(C)OC(=O)CSc1nc(N)c(C#N)cc1C#N,0,5,-4,7,-1,1,-9,-3,1.7,9
CCSC1=C(C#N)C(CC(C)C)C2=C(CCCC2=O)N1 (stereo unspecified),-4,-4,1,-6,2,2,x,0,-0.7,-5
O=C(NC1=NCCS1)c1sc2cc(Cl)cc(Cl)c2c1Cl,3,-4,19,4,-8,6,-15,-2,4.1,1
NS(=O)(=O)c1cccc(NC(=O)C(Cc2ccccc2)NC(=O)c2ccccc2)c1 (stereo unspecified),-4,-1,6,9,-1,2,7,1,-3.2,4
Cc1c(C(=O)Nc2ccccc2C(=O)N2CCOCC2)cccc1[N+](=O)[O-],3,-2,-9,-2,1,0,4,3,-0.7,0
CC1(C)Cc2c(c(N3CCOCC3)nc3sc4c(NCCN5CCOCC5)nnnc4c23)CS1,-3,2,5,-5,44*,-2,-3,42*,-0.6,4
Cc1ccc(OCCCC(=O)N2CCOCC2)cc1,4,0,1,5,0,-2,4,3,-0.3,1
CCOc1cc(NC(=O)C2CCCCC2)c(OCC)cc1NC(=O)c1ccccn1,-5,1,-4,-3,-6,-1,10,3,-1.3,1
N#CCC[C@H]1CC[C@]2(CCCN(c3ccccc3)C2)O1,0,-3,x,x,5,0,x,6,x,-4
CCOC(=O)CSC1=C(C#N)C(c2sccc2C)CC(=O)N1 (stereo unspecified),9,-2,-1,-8,0,0,1,-3,3.1,2
O=C(c1ccco1)N1CCCC(N2CCN(c3ccccc3F)CC2)C1 (stereo unspecified),-1,-2,-2,2,1,-1,-3,3,-0.6,-2
Cc1ccc(CN(C)C(=O)CN2C(=O)NC(c3ccccc3)(c3ccccc3)C2=O)c(C)c1,-10,-3,-10,5,-1,2,-55,-7,0.0,3
CC1CCc2c(sc3ncn(Cc4ccc(C(=O)O)cc4)c(=O)c23)C1 (stereo unspecified),-8,-2,-8,6,6,2,4,-2,-2.1,0
Cc1csc(NC(=O)CSCC(=O)Nc2ccccc2)n1,6,3,-3,-15,0,-3,1,0,-0.5,-5
COc1ccc(C)cc1S(=O)(=O)N1CCN(C(=O)c2ncoc2-c2ccccc2C)CC1,6,1,16,12,-5,-4,-3,-4,-1.0,4

# The closing 2 entries of the section above come first, to join the parts.
SMILES,ABHD4 inh,SMARCA2 activ,ASAP1 inh,ARFGAP1 inhibitor,NPR1 activator,rCAG binder,HTRA1 inh,GC-B act,PG9 Ab binder,Rev-erbA mod
Cc1csc(NC(=O)CSCC(=O)Nc2ccccc2)n1,6,3,-3,-15,0,-3,1,0,-0.5,-5
COc1ccc(C)cc1S(=O)(=O)N1CCN(C(=O)c2ncoc2-c2ccccc2C)CC1,6,1,16,12,-5,-4,-3,-4,-1.0,4
O=C(c1nc2nc(-c3ccccc3)cc(C(F)(F)F)n2n1)N1CCOCC1,0,-3,-11,4,-6,-6,4,-1,-1.1,-3
Cc1cc(C)c(NC(=O)CSc2nnc(CN3CCOCC3)n2C)c(C)c1,-7,-1,-9,-7,0,-1,1,0,-0.9,1
COc1ccc(NC(=O)c2nc[nH]c2C(=O)NCc2ccccc2)cc1,-4,-1,-13,-1,-4,1,-2,-1,-1.5,1
COc1cccc(/C=N/Nc2snc(SC)c2C#N)c1O,33*,-6,-1,10,11,75*,6,3,-2.3,-1
O=C(CC(=O)OCc1ccccc1)OCc1ccccc1,-5,1,3,10,1,0,-10,-6,0.6,-3
CC(C)CNC(CC(=O)O)c1ccccc1 (stereo unspecified),1,-2,5,9,6,0,2,0,-0.9,-5
Cc1[nH]n(-c2ccccc2)c(=O)c1C(C[N+](=O)[O-])c1ccc(Br)cc1 (stereo unspecified),8,1,6,20,-2,11,-11,0,-5.3,5
COc1ccc(C(=O)NCCNc2nc3ccc(C)cc3cc2C#N)cc1OC,3,7,-1,10,2,-1,-8,9,-0.8,2
O=C(Cc1ccccc1[N+](=O)[O-])N1CCOCC1,-5,0,1,-7,1,0,5,2,-0.3,-5
COc1ccc(C(=O)NC2(C(F)(F)F)NC(=O)N(CCCc3ccccc3)C2=O)cc1OC (stereo unspecified),-13,-6,-2,16,-1,0,-27,-3,0.4,-1
Cc1cccc(-n2ccnc2CN2CCN(C3CCCC3)C(CCO)C2)c1 (stereo unspecified),-2,-4,3,24,-2,-4,-3,3,-0.7,-1
Cc1ccc(C)c(NC(=O)CN(C)C(=O)c2ccc3ncsc3c2)c1,6,-1,6,10,1,0,2,-2,0.8,-1
CC[N+](CC)(CC)C/C(N)=N/O,-2,-1,-12,11,2,1,3,1,-2.1,3
N#CC1=C(N)Oc2ccc3ccc(O)cc3c2C1c1cccnc1 (stereo unspecified),3,-2,7,4,5,5,-14,15,-1.3,-1
CC(=O)Nc1ccc(NC(=O)/C=C/c2ccccc2)cc1,-8,2,-10,7,3,-3,-6,1,-3.5,-7
Cc1ccc(Cl)c2c1NC(=O)C2(O)CC(=O)c1ccccc1O (stereo unspecified),0,4,9,1,-4,0,0,3,-1.6,2
CCCCc1ccc(S(=O)(=O)NC(=O)C2(C)CCN2C(=O)c2cccc(F)c2)cc1 (stereo unspecified),8,-2,0,8,0,37*,x,3,-1.3,2
COc1ccc(O)c(C(=O)c2cnn(-c3ccc(Cl)cc3)c2)c1,-12,-2,15,7,31,-2,-46,1,0.0,-1
C[C@]12CC[C@H](O)CC1=CCC1C2CC[C@@]2(C)C1CC[C@@H]2NC(=O)CCC(=O)O (stereo partly specified),-3,-4,7,-9,0,1,8,0,0.1,1
COCCNC(=O)CSc1nc(-c2ccc(OC)c(OC)c2)cc(C(F)(F)F)n1,6,0,1,-4,3,-6,5,0,0.7,-2
COc1ccc(S(=O)(=O)NCc2ccncc2)cc1OC,8,-4,-7,-4,2,2,0,-2,-1.7,-5
O=C(c1ccccc1)c1ccc(N2CCOCC2)c(F)c1,-8,3,7,17,-1,-2,1,6,3.1,1
COC(=O)c1c(NC(=O)C(C)(C)C)sc2c1C(C(=O)OC)CC2 (stereo unspecified),1,0,4,-7,3,-5,-1,0,-0.3,5
O=C1CN(C(=O)CN2CCCC2)C(c2ccccc2)c2cc(Br)ccc2N1 (stereo unspecified),3,1,-16,4,-35,-3,-13,-6,0.6,1
Cc1ccc(C2=NOC(=O)/C2=C\c2ccc(C)o2)cc1,12,2,-3,-7,24,37*,16,28,-0.9,-1

# Continuation:
SMILES,ABHD4 inh,SMARCA2 activ,ASAP1 inh,ARFGAP1 inhibitor,NPR1 activator,rCAG binder,HTRA1 inh,GC-B act,PG9 Ab binder,Rev-erbA mod
O=C(Nc1ccc2c(c1)OCO2)c1cccc(Cl)c1,5,5,9,-2,2,0,-11,0,-1.9,0
CN(/N=C/c1cc(Br)cc(Br)c1O)c1cccc(C(F)(F)F)n1,-3,0,8,13,2,15,15,-1,-1.1,4
O=C(NCc1ccc2c(c1)OCO2)C12CN(Cc3ccccc3)CC1C(c1cccc([N+](=O)[O-])c1)=NO2 (stereo unspecified),-5,-1,1,3,0,8,-9,4,-0.9,-1
N#Cc1c(NC(=O)c2cnccn2)sc2c1CCCC2,4,2,7,2,-2,6,10,-4,-2.5,1
CC(C)OCCCNC(=O)c1ccc(NS(C)(=O)=O)cc1,2,-4,-4,4,2,0,5,1,2.0,-1
Cc1ccn2cc(C(=O)Nc3ccc4c(c3)OCCO4)nc2c1,-1,-1,5,8,-1,-4,-2,1,-1.3,1
COC(=O)C1=C(N)Oc2cc(C)[nH]c(=O)c2C1c1ccc(Cl)cc1 (stereo unspecified),2,-2,0,9,1,1,-7,-4,-0.1,5
CC(=O)Nc1ccc(Nc2ncnc3c2cnn3-c2cccc(C)c2)cc1,-5,7.9*,-2,18,1,14,0,0,0.5,2
COCCN(C(=O)COC(=O)CCc1ccc(OC)cc1)c1c(N)n(Cc2ccccc2)c(=O)[nH]c1=O,-1,-1,-12,-7,-1,-7,3,3,1.3,-6
COC(=O)/C=C1\S/C(=N/N=C/c2ccccc2)NC1=O,4,-1,2,5,-5,19,-3,-6,-0.4,4
C#CCOCCOCCOCCNc1nc(N2CCN(C(=O)[C@H](C(C)C)n3cc(CCO)nn3)CC2)nc(N2CCN(C(=O)[C@H](C(C)C)n3cc(CCO)nn3)CC2)n1,-9,-2,-3,-5,1,-9,-2,8,-1.4,-9
Cc1ccc2c(CN3CCN(c4ccccc4)CC3)cc(=O)oc2c1,-2,-4,1,8,3,3,x,-4,-1.9,5
Cc1cc(-c2ccccc2)[nH]c(=O)c1C#N,1,5,3,-6,-2,-3,-4,5,-1.0,3
CCN(CC)CCn1c(=N)n(CC(=O)c2ccc(C)cc2)c2ccccc21,13,2,-2,-2,-3,-3,7,-10,-1.2,4
CCCCC(=O)N(C)c1c(C)nc2ccc(C(=O)N3CCN(c4ccccc4)CC3)cn12,8,-3,-16,-5,1,-4,x,3,-0.9,-3
CCCCN(C)C(=O)CNC(=O)c1nn(-c2ccc(OC)cc2OC)c(=O)c2ccccc12,0,4,13,16,6,-8,1,4,-0.5,3
CCN1/C(=C2\SC(=S)N(Cc3ccccc3)C2=O)Sc2ccccc21,-2,-3,-8,5,1,2,7,0,-0.2,5

# GC-B act: what is marked active above
smiles,SMARCA2 activ,ASAP1 inh,ARFGAP1 inhibitor,NPR1 activator,HTRA1 inh,GC-B act,PG9 Ab binder,Rev-erbA mod
CC1(C)Cc2c(c(N3CCOCC3)nc3sc4c(NCCN5CCOCC5)nnnc4c23)CS1,2,5,-5,44*,-3,42*,-0.6,4

# Limited to ARFGAP1 inhibitor, ASAP1 inh and ABHD4 inh, for three of the compounds above:
Compound	ARFGAP1 inhibitor	ASAP1 inh	ABHD4 inh
O=C1CN(C(=O)CN2CCCC2)C(c2ccccc2)c2cc(Br)ccc2N1 (stereo unspecified)	4	-16	3
Cc1ccc(C2=NOC(=O)/C2=C\c2ccc(C)o2)cc1	-7	-3	12
O=C(Nc1ccc2c(c1)OCO2)c1cccc(Cl)c1	-2	9	5
